Screening results from PubChem.
TIM10 inh = growth inhibitors of TIM10 yeast strain. S. cerevisiae TIM10 strain growth, BacTiter-Glo luminescence, 24 h. inhibition, % at 10 µM. AID 463195. 330,000 tested, 1.4% active;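 active means inhibition of 40% or more at the single tested concentration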;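 further: wild-type TIM10 isogenic control strain grown at permissive 25 °C; 0% = DMSO yeast wells and 100% = minimal medium wells without yeast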
mIAP act = increases mouse intestinal alkaline phosphatase activity; activation factor at 10 µM; 330,000 tested, 0.24% active; muIAP, CDP-Star luminescence, 30 min; hits give high values; 1 = vehicle-only enzyme signal, 0 = enzyme-free wells;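 active means activation factor of at least 2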; further: the source names both 10 and 20 µM as test concentration; values of inactives mirror those of a sister screen read the other way
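also added = chemiluminescent substrate CDP-Star | test system = mouse IAP enzyme | signal = chemiluminescence readout | compound = DMSO-dissolved test compounds | incubation = 30 min at room temperature | benchmarks = DMSO wells, no-enzyme wells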
NLRP3 yeast inh = NALP3 inhibition in yeast; Yeast reconstituted NLRP3/ASC/caspase-1, beta-gal luminescence, 24 h; inhibition, % at 10 µM; 330,000 tested, 0.39% active; AID 2825;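 active means inhibition of 50% or more; inactive means inhibition below 50%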;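 further: plate controls were induced DMSO wells for no effect and uninduced yeast grown without galactose for full effect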
mIAP inh = blocks mouse intestinal alkaline phosphatase; purified mouse IAP, CDP-Star luminescence, 30 min; inhibition, % at 10 µM; 330,000 tested, 0.2% active; AID 2806;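 active means inhibition of at least 40% at 10 µM in the primary screen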;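 further: plate controls were DMSO with enzyme for no effect and no enzyme wells for full effect; values of inactives mirror those of a sister screen read the other way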
A3G deaminase = inhibitors of human APOBEC3G DNA deaminase. Q9HC16. recombinant A3G, ssDNA deamination FAM/TAMRA fluorescence. inhibition, % at 20 µM. 330,000 tested, 0.28% active. AID 493012;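 active means inhibition of at least 40% at 20 µM, with no more than 30% in the related APOBEC3A deaminase screen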;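 further: plate controls were DMSO wells with A3G for no effect and wells lacking A3G enzyme for full effect; some compounds called inactive have numbers as strong as hits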
Target sequence (Q9HC16 whole entry, looked up): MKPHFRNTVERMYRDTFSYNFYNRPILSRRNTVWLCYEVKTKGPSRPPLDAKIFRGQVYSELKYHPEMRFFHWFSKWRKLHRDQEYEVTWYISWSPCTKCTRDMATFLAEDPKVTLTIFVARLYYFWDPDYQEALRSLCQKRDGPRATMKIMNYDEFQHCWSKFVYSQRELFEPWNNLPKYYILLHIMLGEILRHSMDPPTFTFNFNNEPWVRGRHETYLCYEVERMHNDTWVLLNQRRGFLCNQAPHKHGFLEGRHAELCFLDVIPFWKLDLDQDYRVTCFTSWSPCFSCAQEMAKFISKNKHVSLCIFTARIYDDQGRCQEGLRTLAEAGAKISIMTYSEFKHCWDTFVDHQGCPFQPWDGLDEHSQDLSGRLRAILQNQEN
beta cell repl = inducers of beta-cell replication in MIN6 cells; MIN6 cells proliferation, ATPlite luminescence, 48 h; cells starved in 0.2% serum; 100% = growth in 10% serum; proliferation, % at 10 µM; 330,000 tested, 0.29% active; AID 2380;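 active means compounds whose signal lies at least 3.5 SD above the mean of all wells on their plate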;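 further: 0% = DMSO-treated cells in low-serum medium and 100% = 10% serum control; some compounds called inactive have numbers as strong as hits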
APOBEC3A inh = human APOBEC3A DNA deaminase inhibition | P31941 | inhibition, % at 20 µM | 330,000 tested, 0.41% active | AID 493011 | recombinant A3A, FAM/TAMRA ssDNA deamination fluorescence;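 active means at least 40% inhibition at 20 µM here, with at most 30% in a related deaminase screen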;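 further: plate controls were A3A with DMSO for no effect and wells lacking A3A enzyme for full effect; some results filed as inactive read as strong as hits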
Target sequence (P31941 whole entry, looked up): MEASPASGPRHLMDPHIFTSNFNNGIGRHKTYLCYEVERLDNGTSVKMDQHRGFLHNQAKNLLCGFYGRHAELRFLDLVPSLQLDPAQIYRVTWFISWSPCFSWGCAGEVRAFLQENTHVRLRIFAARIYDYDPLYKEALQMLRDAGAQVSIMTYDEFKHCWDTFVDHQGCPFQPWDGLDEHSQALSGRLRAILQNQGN
tim10-1 inh = inhibits growth of tim10-1 mutant yeast. S. cerevisiae tim10-1 ts strain growth, BacTiter-Glo, 24 h. inhibition, % at 20 µM. 330,000 tested, 2.2% active;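 active means inhibition of at least 40%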;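 further: mutant grown at 25 °C; 0% = DMSO wells with yeast and 100% = wells holding no yeast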
hIAP inh = human IAP inhibition | 330,000 tested, 0.12% active | purified IAP, CDP-Star luminescence, 30 min | inhibition, % at 10 µM | P09923;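 active means inhibition reaching a set limit with compound at 10 µM in the primary screen, cut at about 35% in these data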;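 further: plate controls were DMSO wells with enzyme for no effect and no-enzyme buffer wells for full effect; values of inactives mirror those of a sister screen read the other way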
Target sequence (P09923 whole entry, looked up): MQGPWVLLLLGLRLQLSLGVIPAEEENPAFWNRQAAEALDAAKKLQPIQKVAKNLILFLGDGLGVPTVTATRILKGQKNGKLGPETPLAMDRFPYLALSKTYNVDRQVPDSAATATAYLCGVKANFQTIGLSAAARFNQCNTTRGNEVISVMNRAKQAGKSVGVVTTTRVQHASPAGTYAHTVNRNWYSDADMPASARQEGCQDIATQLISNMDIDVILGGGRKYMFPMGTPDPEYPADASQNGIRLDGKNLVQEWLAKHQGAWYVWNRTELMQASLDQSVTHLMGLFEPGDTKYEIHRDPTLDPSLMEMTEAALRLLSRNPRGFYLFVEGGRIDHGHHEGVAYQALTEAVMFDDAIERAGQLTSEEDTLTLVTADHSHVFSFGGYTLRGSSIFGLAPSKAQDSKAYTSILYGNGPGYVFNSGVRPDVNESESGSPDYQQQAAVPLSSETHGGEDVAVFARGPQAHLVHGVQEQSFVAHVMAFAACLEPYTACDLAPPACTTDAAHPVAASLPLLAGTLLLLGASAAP
* marks the source's active call; other numbers are inactive results. Compounds were not picked by outcome (roughly 4.6% active in at least one column).

SMILES	TIM10 inh	mIAP act	NLRP3 yeast inh	mIAP inh	A3G deaminase	beta cell repl	APOBEC3A inh	tim10-1 inh	hIAP inh
CC(=O)Nc1ccc(S(=O)(=O)NC2=NCN(CCOC(=O)c3ccccc3)CN2)cc1	-6	1	7	-3	-1	-2	0	7	-18
COc1ccccc1NC(=O)Cc1noc(CSc2nnc(C)s2)n1	1	0.96	13	4	-2	-2	6	12	4
CC(OC(=O)c1ccccc1C(=O)N(C)Cc1ccccc1)C(=O)NC1(C#N)CCCCC1 (stereo not given)	9	1	5	-2	-13	-3	-3	16	6
Cc1nn(Cc2c(F)c(F)c(F)c(F)c2F)c(C)c1NC(=O)c1ccc(COc2ccc(Cl)cc2Cl)o1	37	0.96	2	4	3	-2	5	49*	-7
OCCCN=C1CCCc2c1[nH]c1ccc(Cl)cc21	13	0.96	6	4	-1	-3	-4	-7	19
CC(C)Sc1nnc(Cn2c(=O)sc3ccccc32)n1-c1ccccc1	8	0.93	20	7	5	0	3	16	5
O=C(NC1CC1)c1ccc(COc2ccc(F)cc2)o1	-11	1	12	-4	-3	0	4	4	3
Nc1ncnc(Nc2cccc(C(F)(F)F)c2)n1	-6	0.92	16	8	-3	-3	0	8	-3
C/C(=N\NC(N)=O)C1CC(Cc2ccccc2)C(=O)O1 (stereo not given)	8	1.1	13	-7	2	-3	-3	-11	16
Nc1ccc(C(=O)N2CCCC2)cc1CS(=O)(=O)c1ccc(Cl)cc1	-6	0.91	-9	10	-3	-2	0	-8	-13
COc1ccc(-n2c(/C=C(\C)O)nc(=O)c3c(C)cc(C)nc32)cc1	21	1	17	-1	2	3	17	16	11
O=C(NCc1cccnc1)c1nn2cccnc2c1Cl	-14	1.1	10	-7	-2	-4	-1	10	7
COc1ccc(C2=NN(C(=O)COC(=O)c3ccc(NC(=O)CC#N)cc3)C(c3ccco3)C2)cc1 (stereo not given)	16	0.99	7	1	-4	5	2	12	6
c1ccc2ncccc2c1	3	1.1	12	-10	-2	-5	-2	12	-6
O=C1CCCN2N=C(SCC(=O)Nc3ccc([N+](=O)[O-])cc3)SC2=N1	7	0.99	15	1	-9	-3	-3	-14	14
CCNC(=S)NNC(=O)c1ccc2ncccc2c1	-10	0.89	6	11	-4	5	9	1	-43
O=C(NCCc1ccc2c(c1)OCCO2)c1cc2ccccc2o1	25	1	10	0	-9	-5	-3	9	17
Cc1c(Br)c([N+](=O)[O-])nn1CC(=O)Nc1c(C)n(C)n(-c2ccccc2)c1=O	14	0.94	2	6	0	-3	-2	14	0
CN(CC1COc2ccccc2O1)C(=O)Cn1cc(C(F)(F)F)ccc1=O (stereo not given)	-11	0.93	-3	7	-3	-1	0	-14	5
CCOC(=O)NC(=O)CSc1ccc(S(=O)(=O)N(C)C2CCCCC2)cn1	-15	0.99	18	1	-1	-5	2	11	-4

Three entries already listed, ordered by the number in mIAP act, falling.
SMILES | mIAP act
c1ccc2ncccc2c1 | 1.1
COc1ccc(C2=NN(C(=O)COC(=O)c3ccc(NC(=O)CC#N)cc3)C(c3ccco3)C2)cc1 (stereo not given) | 0.99
CCNC(=S)NNC(=O)c1ccc2ncccc2c1 | 0.89

Other results.
SMILES	TIM10 inh	mIAP act	NLRP3 yeast inh	mIAP inh	A3G deaminase	beta cell repl	APOBEC3A inh	tim10-1 inh	hIAP inh
O=c1c2c(c(-c3ccccc3)nn1Cc1ccccc1)CCCC2	9	0.96	21	4	-2	2	6	24	5
CCCNC(=O)c1oc2ccc3c(c2c1C)C(O)CC(C)(C)O3 (stereo not given)	2	1	25	-2	-10	-1	-2	22	-1
O=C(CN1CCN(c2ccccc2)CC1)NC(=O)NCc1ccco1	-1	0.95	11	5	4	0	4	0	-6
Cc1ccccc1CN1CCC(Oc2ccc(C(=O)NCc3ccccn3)cc2)CC1	0	1	9	-2	-4	-3	-2	21	-12
COc1ccc(-c2[nH]n(-c3ccc([N+](=O)[O-])cc3)c(=O)c2C=NCc2ccccc2)cc1	12	0.94	8	6	-4	1	-3	4	18
NC(=O)C1CCN(c2cc(Cl)nc(N)n2)CC1	5	0.91	-3	9	-2	2	-1	-9	-7
Cc1nc2ccccc2nc1N1CCOCC1	4	1.1	16	-8	5	0	1	11	2
Cc1ccc(-c2csc(N/N=C/C=C/c3ccccc3)n2)cc1	16	0.89	10	11	0	-4	8	38	3
COc1ccc(-n2nnnc2CNC(=O)C(=O)c2c(C)[nH]c3ccccc23)cc1	-1	0.93	16	8	-8	1	-3	6	-2
O=C(Nc1nc2ccc(F)cc2s1)c1cccs1	34	0.99	-1	1	-3	-4	0	41*	2
CCCn1nnc(NCc2ccc(OCc3cccs3)c(OC)c2)n1	-2	1.1	13	-13	-4	-2	0	-12	2
CC1=NN(C(=O)c2ccc(Cn3nc(C)c(Br)c3C)cc2)C(O)(C(F)(F)F)C1 (stereo not given)	27	0.92	7	8	-8	0	1	41*	3
Cc1nnc(NC(=O)c2nc(S(=O)(=O)Cc3ccccc3)ncc2Cl)s1	16	1	-5	0	-4	-4	-2	15	-5
CCC(Oc1ccccc1)C(=O)Nc1ccccc1OC (stereo not given)	4	0.93	-10	7	1	-2	-6	-11	-11
COc1ccc2oc(=O)c(C(=O)NC(C)c3ccccc3)cc2c1 (stereo not given)	-17	1	3	-3	-5	-4	3	-9	-11
Cc1ccnc(NS(=O)(=O)c2ccc(NC(=O)C3CC=CCC3C(=O)O)cc2)n1 (stereo not given)	2	0.93	4	8	2	2	1	27	-11
COc1ccc(NC(=O)CCCn2cnc3ccccc3c2=O)c(OC)c1	-7	0.98	-14	2	-8	-1	-2	3	5
O=C(C1CC1)N1CCc2cc(S(=O)(=O)NCCC3=CCCCC3)ccc21	41*	1.1	23	-6	1	-2	5	50*	3
O=C(c1ccco1)N1CCC(N2CCN(c3ccccc3)CC2)CC1	-6	0.89	6	11	-2	-1	-2	-26	7
CC1CCCCN1CCNC(=O)c1cc2c(=O)n(C)c3ccccc3c2n1C (stereo not given)	8	0.91	17	9	12	2	7	7	19

Reprinted at random: three entries already listed
SMILES	TIM10 inh	mIAP act	NLRP3 yeast inh	mIAP inh	A3G deaminase	beta cell repl	APOBEC3A inh	tim10-1 inh	hIAP inh
Cc1nnc(NC(=O)c2nc(S(=O)(=O)Cc3ccccc3)ncc2Cl)s1	16	1	-5	0	-4	-4	-2	15	-5
Cc1ccccc1CN1CCC(Oc2ccc(C(=O)NCc3ccccn3)cc2)CC1	0	1	9	-2	-4	-3	-2	21	-12
O=C(Nc1nc2ccc(F)cc2s1)c1cccs1	34	0.99	-1	1	-3	-4	0	41*	2

The list continues:
SMILES	TIM10 inh	mIAP act	NLRP3 yeast inh	mIAP inh	A3G deaminase	beta cell repl	APOBEC3A inh	tim10-1 inh	hIAP inh
COC(=O)CC/C(O)=C1\C(=O)CC(C)(C)CC1=NCCc1nc2ccccc2[nH]1	-16	1	4	0	-5	-3	-3	4	10
CC1Cc2cc(C(=O)O)ccc2O1 (stereo not given)	-18	0.99	-14	1	-4	0	3	5	-5
Cc1c(Cl)cccc1NC(=O)c1ccccc1-c1ccccc1C(=O)O	-5	0.99	5	1	-10	-3	-2	4	0
COc1ccc(OC)c(S(=O)(=O)CC(O)CS(=O)(=O)c2ccccc2)c1 (stereo not given)	-5	0.99	-7	1	-6	2	-3	-16	-17
C#CCOC(=O)c1ccccc1C(=O)n1nnc2ccccc21	31	0.97	-8	3	-9	-1	-3	39	16
CC(C)OC(=O)CN1C(=O)C(C)(C)Oc2ccc(C(=O)NC(C)(C)C)cc21	9	0.92	1	8	-7	3	-5	10	14
O=C(Nc1ccccc1)OCc1ccccn1	-2	1	13	-4	-2	2	0	-2	7
COc1ccc(-n2[nH]c(C)cc2=O)cc1	17	1	14	-3	0	-2	2	30	-5
CCN(C(=O)C1CC1)C1CCS(=O)(=O)C1 (stereo not given)	-1	1	-2	0	-7	1	-3	-17	-15
COc1cc(S(=O)(=O)n2ccnc2)ccc1Br	4	0.99	-8	1	-5	-3	-2	12	2
COc1ccc(NC(=O)CSc2nc3sc4c(c3c(=O)n2-c2ccc(OC)cc2)CCN(C)C4)cc1	10	0.81	5	19	-4	4	-4	12	-2
O=C(Oc1ccc(=O)n(-c2ccccc2)n1)c1ccc(F)cc1	21	1.1	10	-5	-8	1	0	10	10
Cc1cccc(/C=N/NC(=O)c2ccc(Br)cc2)c1	-7	0.88	20	12	-3	-1	3	-24	7
O=C(c1cc(-c2cccs2)nc2ccccc12)N1CCN(S(=O)(=O)c2ccccc2)CC1	33	0.83	10	17	-4	-1	-1	14	13
O=C(N/N=C/c1ccc([N+](=O)[O-])cc1)c1ccc(NS(=O)(=O)c2cccs2)cc1	2	0.89	13	12	-8	-5	-3	-4	14
CCOC(=O)c1cc(-c2ccc3c(c2)OCCO3)nc2c1c(C)nn2CCC#N	18	0.97	4	3	-5	1	-14	22	18
O=C(NC1CCCCC1)c1cc([N+](=O)[O-])ccc1N1CCCCC1	4	0.91	14	9	-1	-1	4	22	0
O=C1CCCCC/C1=N/Nc1ccc(OCc2ccccc2)cc1	-20	0.97	-3	3	-5	-6	-1	-31	6
NC(=O)CSc1ncnc2c1nnn2Cc1ccc(F)cc1	-20	1.2	10	-15	0	3	-2	28	-10
CCOC(=O)N1CCN(C(c2cccnc2)c2ccc3cccnc3c2O)CC1 (stereo not given)	-21	1.1	30	-6	4	-6	7	11	-33
CCCc1nc2oc3c(OCC)ncnc3c2c2c1COC(C)(C)C2	14	1	3	-1	-5	-1	-4	32	0
CC(/C=N/NC(=O)c1nnn(-c2nonc2N)c1CN1CCCCC1)c1ccccc1 (stereo not given)	4	1.1	-14	-11	-3	2	-4	10	-3
CCOC(=O)[C@H]1[C@H]2COc3ccc(Cl)cc3[C@@H]2N2C(=O)c3ccccc3NC(=O)[C@@]12C	22	0.98	7	2	-13	0	-6	26	0
COCCn1c(SCC(=O)Nc2nnc(C)s2)nnc1-c1ccncc1	-3	0.92	3	8	-6	-1	0	14	9
Cc1ccc2c(NC(=S)NC(=O)c3ccccc3)cccc2n1	19	0.96	25	4	-3	-5	-2	40	-14
CCN(c1ccc(NC(=O)c2ccc(N3CCCC3=O)cc2)cc1)C(C)C	-7	0.94	2	6	-10	-3	-3	-5	2
O=Cc1ccc(OC(=O)c2cccnc2)cc1	-1	0.97	7	3	-3	-2	2	15	-8
O=C(COc1ccccc1Br)NCc1ccccn1	3	1	11	-3	1	2	3	10	5
CN1CCc2c(sc3c2c(=O)n(-c2cccc(Cl)c2)c2nncn32)C1	0	0.95	19	5	-2	4	-1	6	6
C=CCOc1c2ccc(C(=O)NC3CCCc4ccccc43)cc2nn1C (stereo not given)	9	1	6	-1	-9	-3	-2	10	-6
CC1Cc2ccccc2N1C(=O)COC(=O)Cn1nnc(-c2ccccc2)n1 (stereo not given)	9	1.1	4	-8	9	-3	-3	33	-23
N#CCC(=O)NC1CCC(CC2CCC(NC(=O)CC#N)CC2)CC1 (stereo not given)	6	1.1	14	-6	-11	-4	-4	-1	-19
Cc1ccccc1NC(=O)C1CCN(S(=O)(=O)c2cccs2)CC1	-13	0.93	16	7	-2	-1	2	7	3
Cc1cnc(NC(=O)C2CC=CCC2)s1 (stereo not given)	-9	0.99	12	0	-14	-2	7	15	-9
O=C(CNC(=O)c1ccccc1Br)N/N=C/c1cc(Br)ccc1O	-2	0.84	9	16	-4	-4	0	15	-11
Cc1ccc(-c2onc3ccc(C=O)cc23)cc1	26	1.1	-8	-7	1	-4	2	-3	9
COc1ccc(NC(=O)C2CCCN(c3nccc(C)n3)C2)cc1 (stereo not given)	-4	0.99	6	1	0	3	1	16	10
Nc1ncnc2c1ncn2CCOc1ccccc1	-9	0.95	2	5	-7	-1	-4	-13	12
